# Source: PubChem
# KB-V1 MDR tox = KB-V1 MDR subline cytotoxicity; Potency, µM (series often up to 46.1 µM), for the others: top-dose activity change, negative = cytotoxicity, usual class: cytotoxic; KB-V1 MDR cells viability, CellTiter-Glo, 72 h; AID 1347076; 400,000 compounds, 3.4% hits; further: potency means the concentration at half of the fitted maximal effect; on the % scale 0 is the no-effect control and ±100 the full control effect; nearly all actives have a fitted effect of over 60% in size
#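 Potencies derive from concentration-effect curves fitted to normalized luminescence (CellTiter-Glo) of KB-V1 cells treated for 72 h at 37 degrees C in phenol-red-free DMEM containing 10% FBS.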
# HT1080 IDH1KD tx = HT-1080 IDH1 knockdown cell toxicity (counter line); HT-1080 IDH1 knockdown viability, ATP luminescence, 48 h; Potency, µM (series often up to 46.1 µM), without a hit: top-dose activity, negative = toxicity, usual class: cytotoxic; 360,000 compounds, 2% hits; AID 686971;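 further: potency means the concentration at half of the fitted maximal effect; 0% = DMSO wells and -100% = cell-free medium wells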
#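 Cytotoxicity counter-line: IDH1KD HT-1080, 48 h, CellTiter-Glo. Curves classed by r2, magnitude and activity.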
# KB-3-1 tox = KB-3-1 parental cell cytotoxicity; KB-3-1 viability, CellTiter-Glo ATP luminescence, 72 h; Potency, µM (doses to about 46.1 µM), for inactives: top-dose activity change, negative = cytotoxic, most hits filed as cytotoxic; 400,000 compounds, 1.4% hits; further: potency means the concentration at half of the fitted maximal effect; on the % scale 0 is the no-effect control and ±100 the full control effect; nearly all actives have a fitted effect of over 60% in size
#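 Screening of KB-3-1 cells (DMEM, 10% FBS, phenol-red free) ran from lowest to highest compound concentration; after 72 h at 37 °C viability was read luminescently and curves fitted.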
# SW480 rereplic = DNA re-replication induction in SW480 cells; SW480 DNA re-replication, Hoechst DNA content imaging, 48 h; Potency, µM (doses to about 46.1 µM), for inactives: at the highest dose re-replication activation, usual class: activators; 340,000 compounds, 1.8% hits; AID 624297; further: potency means the concentration at half of the fitted maximal effect; % of control where 0% means no effect; nearly all actives have a fitted effect of over 55% in size
#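 Readout is total intensity of Hoechst-stained nuclei, excited at 405 nm and collected at 500-530 nm. Compound treatment lasted 48 hr at 37 C in 5% CO2 before staining.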
# D3 antag = antagonists of human D3 dopamine receptor | D3R cells, DiscoveRx beta-arrestin luminescence, antagonist mode; hits give low values | 360,000 compounds, 2.5% hits | AID 652054 | max response, negative = inhibition, % | P35462; in the data active means max response below about -50%; inconclusive means no clear call, values can overlap the other calls; further: on the % scale 0 is the no-effect control and ±100 the full control effect; mostly tested at two doses, the higher about 12 µM
# Target sequence (P35462 whole entry, looked up): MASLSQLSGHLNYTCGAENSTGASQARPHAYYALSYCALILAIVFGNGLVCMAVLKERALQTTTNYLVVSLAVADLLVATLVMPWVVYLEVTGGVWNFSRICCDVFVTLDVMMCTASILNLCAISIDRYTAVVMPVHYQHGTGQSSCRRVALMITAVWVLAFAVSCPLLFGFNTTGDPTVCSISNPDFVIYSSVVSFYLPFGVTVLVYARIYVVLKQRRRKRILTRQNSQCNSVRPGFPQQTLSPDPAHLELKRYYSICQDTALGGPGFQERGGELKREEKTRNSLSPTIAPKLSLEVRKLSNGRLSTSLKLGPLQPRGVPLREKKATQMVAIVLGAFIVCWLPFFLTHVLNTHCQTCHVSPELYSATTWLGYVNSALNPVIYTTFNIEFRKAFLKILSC
#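 Cells expressing the human receptor were seeded at 1500 cells/well, incubated overnight at 37 degrees C in 5% CO2, then exposed to library compounds with dopamine controls for 90 minutes at 37 degrees C before luminescent detection.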
# GLP1R ag = activates the human GLP-1 receptor; 380,000 compounds, 0.007% hits; HEK293 GLP-1R CRE-luciferase, luminescence, 4-6 h; cells express a hypersensitive GLP-1R form; AID 624172; Potency, µM (series often up to 45.6 µM), inactives show at the top dose activation, most hits filed as activators; P43220; further: potency means the concentration at half of the fitted maximal effect; % of control where 0% means no effect
# Target sequence (P43220 whole entry, looked up): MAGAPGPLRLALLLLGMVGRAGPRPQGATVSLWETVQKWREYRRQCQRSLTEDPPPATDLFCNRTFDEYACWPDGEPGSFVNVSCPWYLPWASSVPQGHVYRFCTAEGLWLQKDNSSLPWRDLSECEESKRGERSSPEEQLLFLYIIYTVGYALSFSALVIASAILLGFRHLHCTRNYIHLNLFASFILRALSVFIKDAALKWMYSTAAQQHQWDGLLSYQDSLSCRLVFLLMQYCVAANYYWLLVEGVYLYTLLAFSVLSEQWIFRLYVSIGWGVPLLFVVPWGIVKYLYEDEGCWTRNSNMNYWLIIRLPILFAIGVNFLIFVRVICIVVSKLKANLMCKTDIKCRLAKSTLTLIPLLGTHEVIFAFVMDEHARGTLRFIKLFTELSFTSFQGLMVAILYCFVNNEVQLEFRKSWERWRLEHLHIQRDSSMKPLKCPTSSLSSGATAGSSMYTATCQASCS
# IL-1B inflam inh = inflammasome signaling inhibition, IL-1 beta readout; THP-1 LPS/ATP IL-1B secretion, AlphaLISA, 16 h; hits give low values; activity change, % at 57.5 µM; 360,000 compounds, 4.7% hits; AID 743279; in the data active means activity change below about -50%; inconclusive means mostly about -30% to -49%; further: on the % scale 0 is the no-effect control and ±100 the full control effect
#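 Secreted IL-1B measured by AlphaLISA bead assay after 16 h compound exposure of THP-1 cells; compounds (final up to 57.5 uM) added 1 h before LPS (250 ng/mL) and ATP (1.25 mM) stimulation; lower signal means less secretion.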
# DRD3 agonist = activates the human D3 dopamine receptor; D3R DiscoveRx beta-arrestin cells, luminescence, 90 min; 410,000 compounds, 0.58% hits; AID 652048; max activation, %; in the data active means max activation above about 30%; further: 0% is about no effect; mostly tested at two doses, the higher about 12 µM
#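 Cells at 1500/well, incubated overnight, then treated with pinned compounds (dopamine as control) for 90 min at 37 degrees C. DiscoveRx reagent added for 30 - 60 minutes at room temperature; luminescence read.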
# HT1080-NT tox = kills 2HG-producing HT-1080-NT fibrosarcoma cells; HT-1080-NT fibrosarcoma viability, CellTiter-Glo ATP luminescence, 48 h; Potency, µM (series often up to 46.1 µM), inactives show at the top dose activity, negative = less viability, usual class: cytotoxic; 360,000 compounds, 1.6% hits;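 further: NT is the 2HG producing partner of a matched IDH1 knockdown line; potency means the concentration at half of the fitted maximal effect; 0% = DMSO-treated cells and -100% = media-only wells without cells; nearly all actives have a fitted effect of over 55% in size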
#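 HT-1080-NT; 750 cells/well; 5% FBS RPMI; 48 h compound, 37 degrees C; CellTiter-Glo luminescence; curve fitting and curve-class assignment.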
# The depositor's hits bear a star; u = inconclusive; x = no result given; & = joins results of further samples; [ ] = remark or other dose. Unless noted, the call rests on the fitted dose curve; in most records, active means well fitted curve in the direction sought with a large enough effect; inconclusive means small, poorly fitted or top-dose-only effect, or another doubt; inactive means no such curve, though single readings can be large; an effect the other way counts as inactive or inconclusive.
Structure | KB-V1 MDR tox | KB-3-1 tox | IL-1B inflam inh | GLP1R ag | HT1080 IDH1KD tx | D3 antag | SW480 rereplic | DRD3 agonist | HT1080-NT tox
CC(NC(=O)CCOc1ccccc1)c1ccccc1 (centres undefined) | -20% | 16% | -8 | -1% | 5% | u | -1% | 0 | 6%
CC(C)CC1NC(=O)N(CC(=O)N(C)C2CCCCC2)C1=O (centres undefined) | -10% | 1% | 15 | -6% | 26% | 15 | 6% | 5 | 2%[9.24 µM]
COc1ccc([N+](=O)[O-])cc1NC(=O)CCNC(=O)Cn1ccc2ccccc2c1=O | -4% | -6% | 21 | -3% | -2% | -1 | -5% | 2 | 0%
O=C(CCn1nc(-c2ccc(Cl)cc2)ccc1=O)NCc1ccccn1 | 0% | 7% | -5 | -11% | -6% | u | -4% | -6 | 3%
CC(C)c1cc(=O)n2c(nc3ccccc32)[nH]1 | 0% | -2% | -1 | 14% | -2% | -18 | -2% | 3 | -6%
CNC[C@@H]1Oc2cc(Br)ccc2S(=O)(=O)N([C@H](C)CO)C[C@@H]1C | 0% | -2% | u | 11% | 19% | 0 | x | -9 | -4%
O=C(CN1c2cccc3cccc(c23)S1(=O)=O)N1CCCCC1 | 29% | 1% | 0 | 2% | 1% | -9 | 10% | -1 | 1%
COc1ccc2cc(-c3cc(C(=O)O)c4ccccc4n3)ccc2c1 | -47% | 15µM* | 28 | -20% | u | u | -4% | 6 | u
CCOC(=O)c1ccc(NC(=O)N2CCN(C3CCCCC3)CC2)cc1 | u | -1% | -4 | 2% | 11% | -17 | 18% | -35 | -7%
CCN1C(=O)C(=O)N(Cc2ccc(OC)c(F)c2)C1=O | -3% | u | -4 | 11% | 17% | -20 | -10% | -2 | 0%
COCC(=O)N(Cc1ccco1)c1nnc(C2CCOC2)s1 (centres undefined) | u | 3% | -16 | 3% | 13% | 5 | -2% | 4 | 10%
COc1ccc(N2CCN(C(=S)NCc3ccccc3)CC2)cc1 | -19% | -8% | 43 | 7% | -5% | 11 | -4% | 1 | -3%
COc1ccc2[nH]c3c(c2c1)CCN1C(=O)C(CC(=O)NCCCn2ccnc2)C[C@H](C(=O)N(C(C)C)C(C)C)[C@@]31C (some centres undefined) | 20% | -10% | -19 | -9% | 1% | 5 | -48%[inhibitor] | 51* | 6%
CCOC(=O)C1c2cccc(O)c2CCN1C(C)=O (centres undefined) | 7% | 8% | 2 | -4% | 9% | 20 | x | 3 | 12%
Cc1ccc(-c2cc(C(F)F)n3ncc(C(=O)Nc4ccc(S(=O)(=O)Nc5ccccc5C)cc4)c3n2)cc1 | -3% | -1% | 4 | 1% | 14% | 18 | -2% | -11 | 2%
Cc1ccccc1COC(=O)CNC(=O)c1sc2ccccc2c1Cl | 8% | 7% | 10 | -2% | 4% | 0 | -3% | 6 | 1%
Cc1nnc(NC(=O)CC23CC4CC(CC(C4)C2)C3)s1 | -3% | -2% | 36 | -3% | -3% | 0 | -6% | 0 | -7%
O=C(Cn1nc(C(=O)O)c2ccccc2c1=O)Nc1cc(C(F)(F)F)ccc1-n1cncn1 | u | 17% | 0 | 0% | 1% | 4 | -18% | 6 | -6%[9.24 µM]
O=C(CCNC(=O)c1ccc([N+](=O)[O-])cc1)Nc1ccc(F)c(F)c1F | 7% | 7% | 16 | 7% | 10% | 4 | 139% | -1 | 10%
CN1C[C@@H]2C(c3ccc(C(F)(F)F)cc3)C3(c4ccc(C#N)cc4)CC2(C3)[C@H]1c1ccccc1 (some centres undefined) | -6% | -7% | 3 | -2% | -3% | -3 | -4% | 2 | -1%
Cc1ccc(CN2CC(N3CCCC3)CS2(=O)=O)cc1 (centres undefined) | 10% | 0% | 4 | 2% | 2% | 11 | x | 0 | 13%
COc1cccc(-c2cccc(NC(=O)C3CCN(Cc4ccc(CO)o4)CC3)c2)c1 | 13% | u | -20 | -2% | 0% | -11 | -2% | -4 | 7%
COc1cccc(NC(=S)NC(=O)/C=C/c2ccc(F)cc2)c1 | 0% | -1% | u | -3% | 5% | -7 | u | 2 | 6%
COc1ccc(NC(=O)CN(C)S(=O)(=O)c2ccc(Cl)cc2)cn1 | 6% | 0% | 14 | 1% | 15% | 12 | -1% | 1 | 12%
CCC(Oc1ccc2ccccc2c1)C(=O)O (centres undefined) | 20% | 0% | -14 | 17% | 7% | -16 | -2% | -7 | -1%
O=S(=O)(c1cnc[nH]1)N1CCc2ccccc21 | 0% | 15% | 18 | -6% | 1% | 5 | -7% | 12 | 0%
Cc1nn(-c2ccccc2)c2nc(-c3ccco3)cc(C(=O)O)c12 | 26% | 5% | 17 | 3% | 12% | -52* | 0% | 6 | 3%
CCNS(=O)(=O)c1ccc(NC(=O)Cc2ccc(F)cc2)cc1 | 10% | 4% | 1 | 0% | -5% | -22 | -5% | 1 | -3%
CCn1c(SCC(=O)Nc2ccccc2)nc2c([nH]c3ccccc32)c1=O | 11% | -1% | x | 10% | x | x | x | -1 | x
NS(=O)(=O)c1ccc(CNC(=O)c2cccc(Oc3ccccc3)c2)cc1 | 11% | -8% | -74* | 10% | 2% | -2 | 13% | -7 | -6%
CCOC(=O)N1CCN(c2c(N3CCN(c4ccc(OC)cc4)CC3)c(=O)c2=O)CC1 | -5% | 3% | -1 | 3% | 9% | 22 | -13% | -3 | 14%
CCOc1ccc(NC(=O)CCC(=O)Oc2ccc(C)cc2)cc1 | -6% | -2% | 19 | -2% | 8% | 14 | -3% | 3 | 0%
COc1ccc(Cn2c(O)c(C=Nc3ccccc3C(=O)O)c3ccccc3c2=O)cc1 | 21% | -1% | 24 | 2% | -6% | 67 | -7% | 23 | -6%
COc1cc2c(cc1OC)C(C)N(S(=O)(=O)c1ccc(C)cc1)CC2 (centres undefined) | -4% | -2% | 8 | 20% | 2% | -19 | -11% | -5 | -3%
CC(C)Oc1ccccc1/C=N/NC(=O)c1ccccc1Cl | -2% | 12% | -29 | 3% | -3% | u | 8% | -14 | -9%
Cc1ccc2nsnc2c1NC(=O)c1sc2ccccc2c1Cl | u | -28% | -11 | -1% | 14% | 12 | -6% | 5 | 16%
CCc1ccc(C(=O)COC(=O)c2cccs2)cc1 | 0% | -7% | -16 | -6% | 1% | -1 | -5% | 0 | 0%
O=C(O)/C=C/c1ccc2c(c1)OCCO2 | 7% | 19% | -4 | 0% | 6% | 10 | -20% | 3 | 6%
CCOC(=O)C1(CCc2ccccc2)CCN(C(=O)C2CCOCC2)CC1 | u | -1% | -11 | 8% | 14% | -12 | -59%[inhibitor] | -3 | -18%
CC(=O)NC(CC(=O)O)c1ccc([N+](=O)[O-])cc1 (centres undefined) | 0% | -1% | -9 | 0% | 1% | -6 | -119%[inhibitor] | -8 | 2%
CCOc1ccc(/C=N/NC(=O)c2ccc(F)cc2)cc1CN1CC2CC(C1)c1cccc(=O)n1C2 (centres undefined) | -18% | 0% | -19 | 8% | -25% | 17 | 3% | -15 | 1%
Cc1nn(-c2ccccc2)nc1CNC(=O)c1ncoc1-c1ccccc1 | -29% | -31% | 28 | -1% | u | 2 | -2% | 12 | u
CC[C@@]12C(=O)N(c3cccc(Cl)c3)C(=O)N1[C@H](c1cccc(C)c1)[C@@H]1C(=O)N(Cc3ccccc3)C(=O)[C@@H]12 | -16% | 0% | 11 | -3% | -2% | u | -19% | 2 | -4%
O=C(/C=C/Nc1ccc(F)c(F)c1)c1ccc(Br)cc1 | -29% | -1% | -13 | 0% | u | -18 | 3% | -4 | 24%
CC1(NC(=O)CCc2ccccc2)CCN(CCCc2ccccc2)C1=O (centres undefined) | 7% | u | 24 | -7% | 14% | -21 | -11% | 2 | 6%
Fc1cccc(Cl)c1CSc1ccc(-c2cccnc2)nn1 | -8% | -6% | 0 | 8% | 1% | -10 | 12% | 4 | 1%
O=C(Nc1nnc(S(=O)(=O)N2CCCC2)s1)c1ccccc1Cl | 7%&20% | 11%&9% | -2 | -5% | -4% | 9 | -18% | 1&-5 | 17%
COc1ccc(Cl)cc1NC(=S)N1CCCCCC1 | 5% | 4% | 25 | 1% | -1% | -5 | 1% | -4 | 0%
OC(CN1CCCCC1)Cn1c2ccccc2c2cc(Br)ccc21 (centres undefined) | 16µM* | u | -75* | -2% | u | 0 | u | -8 | 23µM*
COc1cc2c(cc1OC)CN(C(=O)c1ccc(S(=O)(=O)N3CCCCCC3)cc1)CC2 | -29% | -17% | -5 | 21% | 0% | 9 | 46% | 2 | -8%
Oc1ccccc1C(=S)N1CCN(C(=S)c2ccccc2O)CC1 | 0% | -4% | -9 | 2% | 0% | -5 | -13% | -2 | 5%
COc1cc2c(cc1OC)C1(CCCC1)CNC2C (centres undefined) | 4% | -24% | -4 | -3% | -20% | -25 | 21% | -21 | -2%
COc1ccc(Cl)cc1NC(=S)NC(=O)c1ccco1 | 8% | -13% | 22 | 9% | -18% | -6 | 2% | -4 | 0%
CSc1ccccc1C(=O)Nc1ccc2c(c1)OCCO2 | -15% | -2% | -11 | 2% | 11% | 28 | 1% | -10 | 11%
CCn1c(SCC(=O)O)nc2ccccc21 | -2% | -2% | 8 | 0% | 2% | 3 | 1% | 3 | 6%
COc1ccc(C(=O)NC(=S)NNC(=O)c2cccnc2)cc1 | u | -22% | 32 | -1% | -28% | -6 | -26% | 22 | -6%

# The listing continues:
Structure | KB-V1 MDR tox | KB-3-1 tox | IL-1B inflam inh | GLP1R ag | HT1080 IDH1KD tx | D3 antag | SW480 rereplic | DRD3 agonist | HT1080-NT tox
O=C1Nc2ccccc2C1=Nc1ccc(F)cc1 | 14% | 5% | -1 | -1% | 17% | -21 | -3% | 8 | 2%
Oc1ccccc1Nc1nc(NCc2ccccc2)c2ccccc2n1 | 21µM* | 23µM* | -101* | -1% | u | 5 | 16% | 8 | u
COc1ccccc1/C=C/C(=O)OC(C)CN1CCOCC1 (centres undefined) | 7% | 2% | 4 | 20% | 10% | -83* | 1% | -4 | 4%
O=C(CC(=O)c1cccnc1)c1ccccc1 | 6% | -7% | u | 3% | u | -27 | u | -43 | -26%

# The order is random (roughly 12% active in at least one column).
